High-throughput results: PubChem BioAssay, National Center for Advancing Translational Sciences (NCATS)
TRHR ag: qHTS for Small Molecule Agonists and Allosteric Enhancers of Human TRH Receptor: Primary Screen for Agonists. hit rate 0.18% among 360,000. TRHR cells, calcium flux fluo-8, FDSS agonist mode. activation, % at 2 µM; in the data active = activation above about 30%; also: 0% is about no effect
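TRHR-expressing cells, plated overnight in medium with 10% serum, were loaded with fluo-8 calcium dye at room temperature. After a 10 s baseline, library compound was pin-added and calcium release was recorded kinetically (ex 480/em 530) as agonist response.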
rTrxR1 inhibitor: qHTS Assay for Inhibitors of Mammalian Selenoprotein Thioredoxin Reductase 1 (TrxR1): qHTS | AID 588453, 2011 | recombinant rTrxR1, NADPH fluorescence consumption, selenite substrate | hit rate 1% among 390,000 | Potency, µM (doses to about 114 µM), inactives show at the highest dose activity change, negative = inhibition, hits mostly inhibitors; also: potency is read from the fitted curve at half-maximal effect; % is scaled to controls: 0 for no effect and ±100 for the full control effect; nearly all actives have a fitted effect of over 65% in size
Target sequence (O89049 whole entry, looked up): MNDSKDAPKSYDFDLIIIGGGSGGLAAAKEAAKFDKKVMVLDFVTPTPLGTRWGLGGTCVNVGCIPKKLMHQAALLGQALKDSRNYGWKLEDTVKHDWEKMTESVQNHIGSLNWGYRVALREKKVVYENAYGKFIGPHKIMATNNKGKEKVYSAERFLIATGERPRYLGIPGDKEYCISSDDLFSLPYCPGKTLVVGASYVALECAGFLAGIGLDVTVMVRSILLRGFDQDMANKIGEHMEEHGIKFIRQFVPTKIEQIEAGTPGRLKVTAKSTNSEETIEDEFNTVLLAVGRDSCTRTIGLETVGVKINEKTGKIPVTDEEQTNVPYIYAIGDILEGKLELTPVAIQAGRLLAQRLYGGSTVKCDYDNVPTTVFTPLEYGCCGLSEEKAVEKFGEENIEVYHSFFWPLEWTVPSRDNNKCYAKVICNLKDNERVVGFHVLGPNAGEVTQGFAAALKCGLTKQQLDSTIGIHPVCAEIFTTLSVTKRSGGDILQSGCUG
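Rat TrxR1 (90 nM in the dispensed reagent) was pre-reduced with 400 uM NADPH for 5 min at room temperature, then incubated with compound for 15 min. After 400 uM selenite was added, NADPH fluorescence (Ex 340/Em 450 nm) was followed for 8 min.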
TrxR1 substrate: qHTS Assay for Substrates of Mammalian Selenoprotein Thioredoxin Reductase 1 (TrxR1): qHTS | Thioredoxin reductase 1, cytoplasmic (Rattus norvegicus), O89049 | purified TrxR1 substrate turnover, NADPH consumption readout | Potency, µM (top dose mostly 114 µM), for inactives: at the highest dose activity change, negative = substrate turnover | hit rate 0.01% among 390,000 | AID 588456, 2011; also: potency is read from the fitted curve at half-maximal effect; % is scaled to controls: 0 for no effect and ±100 for the full control effect; nearly all actives have a fitted effect of over 50% in size
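Rat TrxR1, dispensed at 90 nM, was prereduced with 400 uM NADPH (final) for 5 min at ~22 deg C, then incubated with compound 15 min before 400 uM selenite. A first-read NADPH fluorescence drop versus no-compound background flagged substrates.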
D2 agonist: HTS Assay for Allosteric Agonists of the Human D2 Dopamine Receptor: Primary Screen for Agonists; AID 485358, 2010; activation, % at 2 µM; D(2) dopamine receptor (Homo sapiens), P14416; HEK293 T-REx D2 cells, calcium flux agonist mode; hit rate 0.53% among 340,000;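 active = activation over 3 SD above normal in the single-dose calcium agonist read, cut at about 30% in these data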; also: 0% is about no effect
Target sequence (P14416 whole entry, looked up): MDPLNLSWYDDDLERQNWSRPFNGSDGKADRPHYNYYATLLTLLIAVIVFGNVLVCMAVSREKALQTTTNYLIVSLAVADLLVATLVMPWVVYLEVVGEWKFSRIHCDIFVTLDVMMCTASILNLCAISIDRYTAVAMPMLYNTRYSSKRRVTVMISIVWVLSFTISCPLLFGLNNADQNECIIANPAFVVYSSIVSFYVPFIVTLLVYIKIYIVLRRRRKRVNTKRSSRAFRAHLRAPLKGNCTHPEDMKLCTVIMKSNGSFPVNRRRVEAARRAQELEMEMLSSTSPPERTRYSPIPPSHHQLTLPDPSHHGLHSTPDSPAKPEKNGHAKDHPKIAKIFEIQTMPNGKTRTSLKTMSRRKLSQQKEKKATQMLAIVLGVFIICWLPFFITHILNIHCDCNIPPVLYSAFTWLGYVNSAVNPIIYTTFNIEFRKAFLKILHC
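HEK293 Trex D2 cells, tetracycline-induced, o/n 30 C 5% CO2; no-wash Ca dye, RT 30–90 min; 10-cycle baseline, 23 nl cpd added, kinetic Ca read 180 s; agonist hits = positive Ca response.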
Pin1 inh: qHTS Assay to Find Inhibitors of Pin1; Peptidyl-prolyl cis-trans isomerase NIMA-interacting 1 (Homo sapiens), Q13526; Pin1 FP peptide displacement, HiFluor488, 10 min; Potency, µM (titrated, usually from 115 µM), inactives show at the highest dose activity, negative = inhibition, usual class: inhibitors; hit rate 0.009% among 390,000; AID 504891, 2011; active = well fitted inhibition curve with a large enough effect in the polarisation, with a control signal flat, not every such curve was filed as active; inconclusive = small, poorly fitted or top-dose-only effect, or effect the other way, or a change in a side signal; inactive = no such curve, though single readings can be large or run the other way; the % refers to the polarisation; also: potency is read from the fitted curve at half-maximal effect; % is scaled to controls: 0 for no effect and ±100 for the full control effect
Target sequence (Q13526 whole entry, looked up): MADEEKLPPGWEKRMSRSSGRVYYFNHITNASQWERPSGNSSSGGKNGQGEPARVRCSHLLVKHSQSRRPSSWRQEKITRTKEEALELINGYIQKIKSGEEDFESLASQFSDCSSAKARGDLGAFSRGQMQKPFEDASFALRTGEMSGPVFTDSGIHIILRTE
IDH1 R132H inh: qHTS for Inhibitors of mutant isocitrate dehydrogenase 1 (IDH1): qHTS | IDH1-R132H enzyme, NADPH consumption, diaphorase/resazurin fluorescence | Potency, µM (doses to about 76.6 µM), for inactives: at the top dose activity change, negative = inhibition, usual class: inhibitors | hit rate 0.093% among 390,000 | Isocitrate dehydrogenase [NADP] cytoplasmic (Homo sapiens), O75874; also: potency is read from the fitted curve at half-maximal effect; % is scaled to controls: 0 for no effect and ±100 for the full control effect; nearly all actives have a fitted effect of over 65% in size
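IDH1-R132H (0.5 ug/mL dispensed) in pH 7.5 Tris buffer was preincubated 30 min with compound, then given a substrate mix of 0.016 mM NADPH and 2 mM alpha-KG for 80 min at room temperature; remaining NADPH was read by diaphorase/resazurin fluorescence.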
D2 antagonist: HTS Assay for Allosteric Antagonists of the Human D2 Dopamine Receptor: Primary Screen for Antagonists. hit rate 2% among 340,000. HEK293 TREx D2 cells, calcium flux, dopamine EC80. D(2) dopamine receptor (Homo sapiens), P14416. AID 485344, 2010. inhibition, % at 10 µM; in the data active = inhibition above about 30%; also: 0% is about no effect
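Tetracycline-induced HEK293 TREx cells expressing D2 receptor forced-coupled to calcium signalling, loaded with no-wash calcium dye. Compounds added and calcium flux read 180 s, then dopamine added at EC80 and read a further 180 s.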
USP1-UAF1 inh: Inhibitors of USP1/UAF1: Primary Screen; AID 743255, 2014; recombinant USP1/UAF1, Ub-Rhodamine cleavage fluorescence; Potency, µM (top dose mostly 57.1 µM), for inactives: top-dose activity change, negative = inhibition, hits mostly inhibitors; hit rate 0.23% among 390,000; also: potency is read from the fitted curve at half-maximal effect; % is scaled to controls: 0 for no effect and ±100 for the full control effect; nearly all actives have a fitted effect of over 60% in size; inactives centre near -12
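Step one: compound is pinned into 1nM USP1/UAF1 in HEPES pH 7.8 buffer with TCEP. Step two: 15 min room-temperature incubation. Step three: Ub-Rho (150nM final) starts cleavage, tracked by fluorescence over six one-minute reads.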
TRHR PAM: qHTS for Small Molecule Agonists and Allosteric Enhancers of Human TRH Receptor: Primary Screen for Enhancers. Thyrotropin-releasing hormone receptor (Homo sapiens), P34981. TRHR cells, fluo-8 calcium fluorescence, EC20 TRH enhancement. enhancement, % at 2 µM. hit rate 0.66% among 360,000. AID 493056, 2011; in the data active = enhancement above about 30%; also: 0% is about no effect
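TRHR-expressing cells loaded with fluo-8 calcium dye were read kinetically (ex 480/em 530) during compound addition, then stimulated with an EC20 of TRH (10 nM final). Enhancement of the Gq-mediated intracellular calcium response was scored.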
* marks the source's active call; other numbers are inactive results; ? = inconclusive; · = no result given; [ ] = dose if it differs, or a comment. Unless noted, calls follow the shape of the dose curve; as a rule, active = well fitted inhibition curve with a large enough effect; inconclusive = small, poorly fitted or top-dose-only effect; inactive = no such curve, though single readings can be large or run the other way. The list is partial. The share of hits here may be higher or lower than overall.

Values run as follows: TRHR ag, rTrxR1 inhibitor, TrxR1 substrate, D2 agonist, Pin1 inh, IDH1 R132H inh, D2 antagonist, USP1-UAF1 inh, TRHR PAM
CCN(CC)P(=O)(Oc1cccc(C)c1)N(CC)CC
    -0.6, 5.7%[57.1 µM], 2.8%, 0.0, 0.0%, 3.8%, -0.1, -5.5%, -0.7
COc1ccc(CCNC(C)CCc2ccc(OC)cc2)cc1 (stereo not given)
    -0.3, 20.9%, 7.0%, 0.0, -4.0%, 9.9%, -26.1, ?, 5.6
CC(C)Nc1ccc(Nc2ccccc2)cc1
    -0.2, ?, -5.1%, -1.3, -3.9%, 13.3%, -18.6, -22.7%, 10.8
O=C(c1ccc(Cl)cc1)C1CCCN(Cc2cccc3cnccc23)C1 (stereo not given)
    1.7, -2.0%, -10.5%, 0.7, 9.2%, -4.2%, -13.4, -15.7%, -13.6
CCC(=O)c1cn(Cc2ccc(C#N)cc2)c2ccccc12
    0.1, -7.8%, -6.0%, -0.2, -10.1%, 2.3%, -27.3, -18.6%, 8.0
CCc1ccccc1NC(=O)c1sc2nc3c(cc2c1N)CN(Cc1ccccc1)CC3
    0.2, 22.4%, 10.8%, 0.9, ?, 1.2%, ·, -21.5%, -4.5
Cc1sc2ncn(CC(=O)NCC(=O)N3CCC4(CC3)OCCO4)c(=O)c2c1C
    -0.6, 19.9%[57.1 µM], 6.0%[57.1 µM], -0.1, -3.1%, -8.0%, -1.6, -12.2%, -2.6
Cc1ccc(S(=O)(=O)Oc2ccccc2C=C2C(=O)N(C)C(=O)N(C)C2=O)cc1
    0.3, 50.1µM*, -2.6%, -0.4, -3.0%, -0.3%, -14.8, -2.9%, 2.7
COc1cc(N2CCOCC2)ccc1C=C1C(=O)NC(=O)NC1=O
    -1.2, 5.0%[57.1 µM], 1.4%[57.1 µM], -1.5, 2.5%, 11.2%, -2.5, 7.4%, -6.3
CC(Cc1ccccc1)NCC(=O)Nc1cc(N(C)C)nc2ccccc12 (stereo not given)
    -0.1, -0.7%[57.1 µM], 24.5%[57.1 µM], -2.4, 2.4%, 3.4%, -19.4, -1.4%, -7.8
Cc1c(C)c2ccc(OCC(=O)N3CCC[C@@H]3C(=O)O)c(C)c2oc1=O
    0.4, 5.8%[57.1 µM], 135.0%[activator][57.1 µM], 1.3, 3.6%, -2.2%, -10.4, -15.8%, 12.8
c1ccc2c(CN3CCN(C4CCCCC4)CC3)c[nH]c2c1
    -0.2, -7.0%, 1.8%, -0.2, 19.9%, 6.3%, -10.1, 6.0%, 3.8
Nc1c([N+](=O)[O-])cc(F)c(N2CCNCC2)c1Br
    0.5, -1.9%, -4.1%, -4.0, 10.0%, 7.6%, 10.5, -16.2%, 6.8
COC(=O)C1=C(c2ccc3ccccc3c2)C[C@@H]2CC[C@H]1N2C(=O)N1CCCCC1
    -0.3, -1.1%, -4.6%, -0.8, 3.5%, -6.4%, -13.9, -4.5%, -5.4
Cc1cc(OCC(=O)NCc2cccnc2)c2c3c(c(=O)oc2c1)CCCC3
    -0.9, 6.3%, 86.5%[activator], 0.8, -1.0%, -23.1%, 10.8, -17.0%, -3.1
Cc1ccccc1-n1c(O)c(/C=N/NC(=O)c2ccncc2)c(=O)[nH]c1=O
    -0.7, -4.0%, -6.2%, -0.1, 1.9%, 0.2%, 2.0, -9.9%, -8.5
Cc1nc2cc(C(F)(F)F)ccc2n1C1CCN(Cc2nnnn2Cc2ccc3c(c2)OCO3)CC1
    3.0, -0.1%, -10.5%, -0.1, ?, ?, 12.3, -5.9%, 6.5
O=C(CN1CC=C(c2ccccc2)CC1)NC(=O)NCc1ccco1
    0.0, 4.1%, 8.0%, 54.1*, -5.4%, 4.5%, 39.6*, -25.2%, 1.5
COC(=O)C1=C(c2ccc(OCc3ccccc3)cc2)C[C@@H]2CC[C@H]1N2C(=O)NCCCc1ccccc1
    2.0, 4.8%, -7.4%, 0.7, 10.1%, -7.1%, 15.8, 5.2%, 8.4
CCOP(=O)(OCC)C(NC(=O)c1ccc(C)cc1)=C(Cl)Cl
    0.0, 13.9%[57.1 µM], 8.2%[57.1 µM], 1.0, -9.9%, 3.7%, 8.9, -14.3%, -6.9

Remaining list, next part:
Values run as follows: TRHR ag, rTrxR1 inhibitor, TrxR1 substrate, D2 agonist, Pin1 inh, IDH1 R132H inh, D2 antagonist, USP1-UAF1 inh, TRHR PAM
CCOc1ccc(CN(CCc2ccc3c(c2)OCO3)Cc2cccc(Br)c2)cc1
    -1.0, 18.9%, 3.7%, ·, -5.3%, -14.1%, ·, 12.8%, -0.5
Fc1ccc(NC2=NCCS2)cc1Cl
    0.0, 19.1%[57.1 µM], 10.2%[57.1 µM], -0.9, -3.8%, 4.2%, 1.3, -10.8%, -3.0
CN1CCc2nc(SCC(=O)OC(C)(C)C)c(C#N)cc2C1
    2.0, ?, 15.8%[57.1 µM], ·, ?, 2.8%, ·, -22.8%, -3.0
N#CCCn1cc(C(=O)NCc2ccccc2)c(-c2ccccc2)n1
    0.8, 11.9%[57.1 µM], 9.6%[57.1 µM], 1.1, -6.6%, 16.7%, 3.6, -12.5%, 1.8
O=C(C(=O)N1CCOCC1)c1cn(CCCOc2ccccc2)c2ccccc12
    -0.8, -13.2%, -9.6%, -0.7, -7.8%, -5.6%, -3.0, -5.7%, -4.8
CC1=[N+]([O-])C2(N)CCc3nonc3C2(O)C1 (stereo not given)
    0.9, -3.2%, -2.1%, 0.5, 0.0%, 2.0%, 2.8, -10.6%, 7.5
CCn1c(O)c(C=Nc2ccc(N3CCOCC3)cc2)c(=O)n(CC)c1=S
    31.7*, -11.7%, -7.8%, 35.5*, ?, 5.9%, 13.5, 17.8µM*, 6.8
Cc1ccc(C2(O)CC(C)N(C)CC2C)cc1 (stereo not given)
    2.4, 23.4%[57.1 µM], 4.2%, 0.4, -1.1%, 6.2%, -9.4, -8.8%, 2.2
NS(=O)(=O)OC(CCc1ccccc1)C(Cl)(Cl)Cl (stereo not given)
    -0.2, 14.5%[57.1 µM], 6.0%[57.1 µM], 1.8, 0.7%, -2.5%, 38.5*, -23.8%, 5.0
CCC(C)NC(=O)CN1C(=O)CN=C(c2ccccc2)c2ccccc21 (stereo not given)
    0.1, 21.9%[57.1 µM], 8.0%[57.1 µM], -0.4, -4.8%, 4.3%, 5.7, -2.0%, -13.8
CCCCCn1c(=O)c(C(=O)Nc2ccccc2C)c(O)c2ccccc21
    0.4, -6.0%, -1.8%, 1.4, -3.0%, -2.9%, -2.1, 2.5%, -15.8
CCOc1ccc(-n2c(O)c(N=Nc3c(C)n(C)n(-c4ccccc4)c3=O)c(=O)[nH]c2=O)cc1
    -0.4, 6.7%[57.1 µM], -4.6%[57.1 µM], 0.0, 49.7%[activator], -0.8%, -10.2, ?, -0.8
COC(=O)C1=C(c2cccc(OCc3ccccc3)c2)C[C@@H]2CC[C@H]1N2C(=O)NCCCOC(C)C
    0.1, 15.2%[57.1 µM], 6.3%[57.1 µM], 0.4, -0.2%, 13.3%, -3.5, ?, -6.1
CCCNC(=O)N1C2CCC1CC(O)(c1cccnc1)C2 (stereo not given)
    0.8, -7.1%, 9.6%[57.1 µM], 0.4, -3.1%, -6.9%, 18.7, 2.1%, 5.3
Cc1c(OC(C(=O)O)c2ccccc2)ccc2c1oc(=O)c1ccccc12 (stereo not given)
    0.2, 61.5%[activator], 269.4%[activator], -0.3, -0.8%, 4.7%, 12.2, -13.2%, -0.2
CCCC1(CCC)C(=O)NC(=Nc2ccccc2)NC1=O
    0.2, 18.0%, 6.4%, 0.0, 5.0%, 0.0%, 8.7, -8.6%, 1.3
O=C(C(=O)N1CCOCC1)c1cn(Cc2ccccc2Cl)c2ccccc12
    -0.7, 10.0%, -2.5%, -1.9, 2.6%, -0.8%, -18.2, -5.9%, -1.3
C#CCOc1ccc(OC)cc1C(c1c(C)[nH][nH]c1=O)c1c(C)[nH][nH]c1=O
    0.7, ?, -18.7%, -0.3, -6.0%, 0.0%, 3.5, -2.7%, -3.9
Cc1ccc(-n2nc3c(N4CCC(C(=O)NCCc5ccccc5)CC4)nnc(C)c3c2C)cc1
    -0.3, 4.5%, 12.5%, -0.6, 37.5%[activator], 0.0%, ·, -5.6%, 1.7

Ordered by length of the SMILES (high to low): part of the list above
Values run as follows: TRHR ag, rTrxR1 inhibitor, TrxR1 substrate, D2 agonist, Pin1 inh, IDH1 R132H inh, D2 antagonist, USP1-UAF1 inh, TRHR PAM
CCOc1ccc(-n2c(O)c(N=Nc3c(C)n(C)n(-c4ccccc4)c3=O)c(=O)[nH]c2=O)cc1
    -0.4, 6.7%[57.1 µM], -4.6%[57.1 µM], 0.0, 49.7%[activator], -0.8%, -10.2, ?, -0.8
CCOc1ccc(CN(CCc2ccc3c(c2)OCO3)Cc2cccc(Br)c2)cc1
    -1.0, 18.9%, 3.7%, ·, -5.3%, -14.1%, ·, 12.8%, -0.5
O=C(C(=O)N1CCOCC1)c1cn(Cc2ccccc2Cl)c2ccccc12
    -0.7, 10.0%, -2.5%, -1.9, 2.6%, -0.8%, -18.2, -5.9%, -1.3
